Source: PubChem (several laboratories)
IDE inh: inhibits human insulin-degrading enzyme in HEK cells; P14735; FAbetaB cleavage, fluorescence polarization; inhibition, % at 5.59 µM; actives 0.41% (n = 320,000);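 active means percent inhibition above the average of all tested compounds plus 3 SD, set per screening campaign, cut at about 16% in these data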;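 further: IDE supplied by intact live HEK cells; FP after avidin binding of uncleaved biotin substrate so inhibition keeps polarization high; 0% = DMSO wells and 100% = 60 µM reference IDE inhibitor Ii1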
NALP1 inh: blocks the NALP1 inflammasome reconstituted in yeast | S. cerevisiae NALP1/ASC/caspase-1 growth, X-gal OD620, 72 h | inhibition, % at 10 µM | actives 0.61% (n = 280,000); in the data active means inhibition mostly above about 24%, no sharp cut-off; inactive means mostly below about 32%; further: some compounds called inactive have numbers as strong as hits
UBC9 SUMO inh: SUMOylation inhibition; inhibition, % at 35 µM; HTRF SUMOylation assay, SAE1/SAE2 + UBC9, in vitro; AID 2006; actives 0.36% (n = 290,000); P63279; in the data active means inhibition above about 50%, passing the limit was not always enough; further: strong numbers were not always called active
Target sequence (P63279 whole entry, looked up): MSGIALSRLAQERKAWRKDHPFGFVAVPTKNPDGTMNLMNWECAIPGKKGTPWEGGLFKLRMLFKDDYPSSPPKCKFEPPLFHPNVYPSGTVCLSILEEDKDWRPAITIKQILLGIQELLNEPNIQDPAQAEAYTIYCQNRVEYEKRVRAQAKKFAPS
PfM18AAP inh: blocks P. falciparum M18 aspartyl aminopeptidase; recombinant PfM18AAP, H-Glu-NHMec fluorogenic cleavage; inhibition, % at 7.35 µM; actives 1.2% (n = 290,000); AID 1822;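 active means inhibition above the campaign mean inhibition over all tested compounds plus 3 SD, cut at about 28% in these data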;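 further: 0% = plate median of test compound wells and 100% = 2 mM ZnCl2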
p-CIP stab down: lowers stability of the mouse p/CIP coactivator protein | actives 0.01% (n = 290,000) | Q05BA5 | F442A p/CIP-EGFP cells, EGFP fluorescence, 16 h | decrease of EGFP signal, % at 10 µM;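 active means EGFP signal decrease of at least 30% at 10 µM or well 3 SD below plate mean, unless failing retest; inactive means the rest, including hits failing retest or dose response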; further: some compounds called inactive have numbers as strong as hits; many of its hits are not listed in these tables
MEKK3 PB1 HTS: modulators (inhibitors or enhancers) of MEK5 binding to human MEKK3 PB1 domain; bead-based flow cytometry, Alexa488-MEK5 binding to MEKK3; actives lie on both sides; 0 = blocked by unlabeled MEK5, 100 = vehicle; binding response (% of control), % at 10 µM; actives 1.4% (n = 290,000); Q99759;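 active means binding response more than 3 SD above or below the average of its plate-row segment, actives on both sides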;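 further: Alexa488 bead fluorescence after subtracting the streptavidin-only scavenger bead signal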
Target sequence (Q99759 whole entry, looked up, the tested form may be a part): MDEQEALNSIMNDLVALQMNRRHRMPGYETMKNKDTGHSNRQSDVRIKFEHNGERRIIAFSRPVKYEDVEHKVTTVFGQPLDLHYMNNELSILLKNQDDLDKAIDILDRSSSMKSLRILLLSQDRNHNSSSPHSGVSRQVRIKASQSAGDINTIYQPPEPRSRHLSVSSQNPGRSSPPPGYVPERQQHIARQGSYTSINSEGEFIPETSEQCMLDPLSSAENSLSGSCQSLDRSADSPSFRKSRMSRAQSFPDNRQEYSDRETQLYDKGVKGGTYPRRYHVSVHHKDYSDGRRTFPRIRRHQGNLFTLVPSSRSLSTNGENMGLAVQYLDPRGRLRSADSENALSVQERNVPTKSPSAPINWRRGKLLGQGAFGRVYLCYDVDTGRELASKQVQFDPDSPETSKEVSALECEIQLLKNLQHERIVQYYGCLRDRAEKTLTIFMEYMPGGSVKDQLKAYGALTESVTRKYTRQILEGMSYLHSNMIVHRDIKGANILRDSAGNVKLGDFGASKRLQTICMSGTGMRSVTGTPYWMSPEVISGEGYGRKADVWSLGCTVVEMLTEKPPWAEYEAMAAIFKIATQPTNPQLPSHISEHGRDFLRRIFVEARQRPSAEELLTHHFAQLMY
MEKK2 WT-MEK5: raises or lowers MEK5 binding to wildtype human MEKK2 PB1 domain; Q9Y2U5; bead flow cytometry, Alexa488-MEK5 binding to MEKK2 WT; actives lie on both sides; binding response (% of control), % at 10 µM; actives 1.1% (n = 290,000); in the data active means binding response below about 67% or above about 130%
MEKK2mut PB1 HTS: signal of MEK5 binding to mutant human MEKK2 PB1 domain. percent response, % at 10 µM. actives 0.35% (n = 290,000). bead flow cytometry, Alexa488-MEK5 binding to MEKK2 mutant; in the data active means percent response above about 24%, passing the limit was not always enough; further: inactives centre near 1; some results filed as inactive read as strong as hits; reference of the scale not given here
IDE act: activators of human insulin-degrading enzyme in cells; P14735; HEK cells, FAbeta-B cleavage, fluorescence polarization; 0% vehicle, 100% cell-free pure enzyme wells; activation, % at 5.96 µM; actives 0.073% (n = 340,000); AID 493087;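 active means activation above the mean of all tested compounds plus 3 SD, set per screening campaign, cut at about 17% in these data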
* = called active by the depositor; · = no result given; & = joins results of further samples. The list is partial; count on the stated rates, not on these rows.

SMILES	IDE inh	NALP1 inh	UBC9 SUMO inh	PfM18AAP inh	p-CIP stab down	MEKK3 PB1 HTS	MEKK2 WT-MEK5	MEKK2mut PB1 HTS	IDE act
CC1(C)Cc2noc(N)c2C(C)(C)N1OC(=O)c1ccccc1	5.3	27.4	-0.4	1.2	9.7	103.0	108.0	2.0	-2.3
O=c1[nH]nc2n1CCCCC2	1.3	2.5	-4.4	4.3	-8.4	101.0	103.0	3.0	-2.3
Cc1ccc(O)c(C(CC(=O)N2CCCC2)c2ccccc2)c1 (stereo unspecified)	4.6	19.2	-20.8	2.0	-2.8	101.0	97.0	-2.0	0.5
CCOC(=O)C1(CC2CC2)CCN(Cc2cn(C)c3ccccc23)CC1	3.5	-18.9	-22.0	1.6	-14.9	105.0	109.0	7.0	2.6
COC(=O)c1cc(Br)c(=O)n(CCN(C(C)C)C(C)C)c1	-0.7	13.3	4.2	-1.0	-9.2	99.0	100.0	-1.0	0.0
Cc1ccc2nc3sc(C(=O)Nc4ccc(N5CCOCC5)cc4)c(N)c3cc2c1	·	35.7	16.4	-7.4	-21.1	·	·	·	·
COc1ccc(CCNC2=CC(=O)N(c3ccc(F)cc3)C2=O)cc1	2.9	28.5	24.5	-3.3	-1.1	111.0	103.0	-1.0	5.6
CN(C)N1C(N)=C(C#N)C(c2ccc(Cl)cc2)C2=C1CCCC2=O (stereo unspecified)	9.4	12.3	7.5	11.2	-0.7	109.0	111.0	10.0	-1.1
COc1ccc(CCNC(=O)c2ccc3c(c2)N(Cc2ccccc2)CCS3)cc1OC	0.1	5.6	4.7	5.1	-3.4	102.0	96.0	0.0	4.5
CN(CCCNC(=O)Cn1cc2c(n1)CCCC2)C1CCCCC1	0.8	17.7	6.4	0.8	-8.4	99.0	103.0	1.0	1.6
N#CC1=C(N)C2=CCCC[C@H]2[C@H](c2ccc(Br)cc2)C1(C#N)C#N	-0.5	17.4	2.6	13.8	-14.1	123.0	103.0	1.0	-9.8
CCCOc1ccc(-c2nc(C#N)c(N3CCc4ccccc4C3)o2)cc1	-8.0	18.6	21.1	-4.1	-5.9	105.0	106.0	9.0	6.7
CC1CCC(NCC(=O)Nc2cccc(S(N)(=O)=O)c2)CC1 (stereo unspecified)	-10.4	-6.9	3.8	-2.6	2.3	104.0	103.0	-1.0	7.9
COc1cccc2cc(C(=O)N3CCC(C)CC3)c(=O)oc12	5.5	-43.0	11.7	-4.4	-3.7	99.0	96.0	0.0	2.9
Cc1cc2cc(C#N)c(N3CCN(S(C)(=O)=O)CC3)nc2cc1C	3.5	9.6	-2.8	6.7	-3.9	98.0	98.0	-1.0	2.3
O=C(NNC(=O)C1CCCCC1)c1ccc(Br)cc1	-2.4	15.2	2.5	3.5	-1.1	108.0	100.0	0.0	0.6
CCC(=O)Nc1cccc(-c2ccc(N3CCC(C)CC3)nn2)c1	0.4	19.1	6.8	-0.3	10.6	101.0	98.0	-2.0	5.6
CCOc1ccccc1N(C)S(=O)(=O)c1ccc2[nH]cc(C(=O)N(CCOC)CCOC)c(=O)c2c1	-1.1	-3.6	7.9	-1.8	-6.7	103.0	104.0	-6.0	-1.4
O=C(Nc1cccc2ncccc12)c1cc(Br)ccc1Cl	1.3	-1.4	-6.4	-2.6	1.9	105.0	104.0	4.0	2.1
COc1ccc(CN2CCC(CO)(Cc3cccc(C(F)(F)F)c3)CC2)cc1Cn1cccn1	4.0	14.6	2.3	-1.7	-0.6	102.0	103.0	-9.0	-0.7

Brought forward from above: five compounds, followed by the next part.
SMILES	IDE inh	NALP1 inh	UBC9 SUMO inh	PfM18AAP inh	p-CIP stab down	MEKK3 PB1 HTS	MEKK2 WT-MEK5	MEKK2mut PB1 HTS	IDE act
O=C(NNC(=O)C1CCCCC1)c1ccc(Br)cc1	-2.4	15.2	2.5	3.5	-1.1	108.0	100.0	0.0	0.6
CCC(=O)Nc1cccc(-c2ccc(N3CCC(C)CC3)nn2)c1	0.4	19.1	6.8	-0.3	10.6	101.0	98.0	-2.0	5.6
CCOc1ccccc1N(C)S(=O)(=O)c1ccc2[nH]cc(C(=O)N(CCOC)CCOC)c(=O)c2c1	-1.1	-3.6	7.9	-1.8	-6.7	103.0	104.0	-6.0	-1.4
O=C(Nc1cccc2ncccc12)c1cc(Br)ccc1Cl	1.3	-1.4	-6.4	-2.6	1.9	105.0	104.0	4.0	2.1
COc1ccc(CN2CCC(CO)(Cc3cccc(C(F)(F)F)c3)CC2)cc1Cn1cccn1	4.0	14.6	2.3	-1.7	-0.6	102.0	103.0	-9.0	-0.7
Nn1c(SCc2ccc(F)cc2)nnc1-c1cccnc1	8.3	15.4	8.1	-0.5	6.9	91.0	92.0	-8.0	-5.6
COc1ccc(CNC(=O)c2c(O)c3cc(OC)c(OC)cc3[nH]c2=O)cc1OC	·	31.4	18.0	-12.1	-16.8	104.0	102.0	1.0	-0.9
C=CCOc1cc(C)nc(-c2ccccc2O)n1	4.7	-5.6	3.6	-7.1	2.9	102.0	104.0	2.0	6.3
COc1cccc2cc(C(=O)Nc3ccc(S(=O)(=O)NCC4CCCO4)cc3)c(=O)oc12 (stereo unspecified)	1.3	·	5.4	4.6	0.3	92.0	96.0	-8.0	-1.4
COc1ccc(/C=C2\CCc3ccccc3C2=O)cc1Cn1cccn1	0.2	11.2	-0.1	-13.9	-4.1	93.0	92.0	-7.0	8.2
Cc1ccc(NS(=O)(=O)c2ccc(-n3cccn3)cc2)cc1C	-8.1	11.5	-27.9	-0.4	-0.6	103.0	98.0	2.0	-7.5
Fc1ccc(F)c(CNc2ncnc3cc(Cl)ccc23)c1	11.3	4.3	11.1	-0.6	-8.4	108.0	108.0	13.0	-7.9
Cc1cc(C)n(CCCNCC(O)c2ccccc2)n1 (stereo unspecified)	-2.1	29.8	27.4	17.1	-1.4	98.0	96.0	-7.0	-1.9&-0.2
CCCCC1CC(CSc2ncn[nH]2)OC1=O (stereo unspecified)	-0.5	-3.7	10.7	1.6	-4.2	97.0	95.0	2.0	0.7
COc1ccc(CN2CCNC(=O)C2CC(=O)NC2Cc3ccccc3C2)c(OC)c1 (stereo unspecified)	1.3	9.9	8.5	2.4	17.7	99.0	105.0	4.0	-5.8
C/C(Cc1ccccc1)=N\NC(=O)CNC(=O)c1ccccc1Cl	12.6	-26.1	-10.9	6.3	11.7	102.0	96.0	3.0	1.8
CCCCNC(=O)Nc1cc(C(=O)OC)ccc1Cl	0.0	11.0	8.1	1.8	-5.3	100.0	103.0	3.0	7.1
CC(NC(=O)Cc1ccc(S(=O)(=O)N2CCOCC2)s1)c1ccc(Cl)cc1Cl (stereo unspecified)	1.1	13.5	-1.4	1.4	-7.7	101.0	106.0	2.0	2.0
CN(C)CCNC(=O)C(=O)NCC1OCCN1S(=O)(=O)c1cc(F)ccc1F (stereo unspecified)	-3.8	11.8	10.8	-8.6	-9.9	103.0	121.0	8.0	4.8
CC(=O)c1c(C(C)=O)c(C)n(-c2ccc3ncccc3c2)c1C	-4.3	5.8	15.6	-1.8	-10.6	93.0	85.0	-10.0	6.8
O=C1COc2ccc(C(=O)COC(=O)c3cnc(Cl)c(Cl)c3)cc2N1	0.9	13.9	-9.7	2.1	10.8	102.0	97.0	-1.0	4.3
O=C(Cn1c(=S)[nH]c2ccccc2c1=O)NCCc1ccccc1	-6.4	-2.1	13.0	3.5	2.6	101.0	98.0	-2.0	2.8
CCn1c(SCC(=O)Nc2ccc(C(=O)OC)cc2)nc2cccnc21	2.1	22.0	12.4	-5.9	-5.9	89.0	102.0	3.0	3.9
Cn1c(SCC(=O)c2c(N)n(C)c(=O)n(C)c2=O)nnc1-c1ccc(F)cc1	3.4	24.5	6.9	-1.5	-4.1	96.0	98.0	-2.0	-1.4
Clc1ccc(OCCCCSc2ncccn2)cc1	1.7	7.1	-8.5	6.1	-6.0	104.0	100.0	1.0	4.5
Cc1ccc(NC(=O)CSc2nnc(-c3ccncc3)o2)cc1	1.0	17.6	22.2	-12.5	-15.3	70.0	76.0	-5.0	6.0
COc1ccc(NC(=S)N(CCN2CCOCC2)C2CCN(C(C)=O)CC2)cc1Cl	6.7	1.8	2.1	-2.9	-6.1	105.0	97.0	-5.0	11.8
Cc1cc(C)nc(NC(=O)C(C)C)n1	4.1	6.2	9.8	-12.2	-0.3	105.0	106.0	15.0	2.5
CC(C)(C)c1ccc(/C=C/C(=O)NC2=NCCS2)cc1	1.6	10.2	12.3	-0.7	-3.2	101.0	105.0	8.0	-4.8
COc1c(Cl)cc(-c2noc(C)c2C(=O)NCc2ccc3c(c2)OCO3)cc1Cl	6.1	37.1	6.8	-2.7	-9.1	108.0	98.0	-3.0	-0.7
O=C(CCCc1nc(-c2ccccc2)no1)NC1CCCC1	-2.9	18.0	2.8	0.2	-18.0	103.0	99.0	3.0	4.2
COC(=O)C1=C(C)NC(C)=C(C(=O)O[C@@H]2CCCN(Cc3ccccc3)C2)[C@@H]1c1cccc([N+](=O)[O-])c1	-2.5	·	·	·	·	111.0	145.0*	10.0	-5.3
O=S(=O)(NCCc1ccncc1)c1ccc(Br)cc1	0.7	-1.5	17.9	-6.1	-2.3	101.0	101.0	0.0	1.1
O=C(COC(=O)c1ccccc1NCc1ccco1)Nc1ccc2c(c1)OCO2	-6.5	18.9	34.0	3.6	-12.1	102.0	99.0	-1.0	10.2
COc1cccc(C(C(=O)NC(C)(C)C)N(C(=O)CCC(=O)Nc2cc(C)on2)C(C)(C)C)c1OC (stereo unspecified)	8.9	-71.5	27.1	-7.7	-20.5	119.0	105.0	6.0	-3.7
Cc1ccc(P(=O)(OCCN2CCOCC2)C(C)(C)C)o1 (stereo unspecified)	-2.0	20.3	23.4	1.3	7.1	104.0	102.0	1.0	-0.5
CNC(=S)N(CCc1c(C)[nH]c2ccc(OC)cc12)Cc1ccco1	0.5	-11.2	-0.3	-3.7	-10.7	107.0	109.0	7.0	-2.0
CC(C)c1nnc(NC(=O)C2CCN(c3nc4ccccc4s3)CC2)s1	2.6	34.3	3.2	2.1	12.2	97.0	95.0	5.0	4.0
O=C(COC(=O)CNC(=O)c1ccc(Br)cc1)NCCC1=CCCCC1	3.4	-4.2	-5.8	1.6	-3.3	104.0	101.0	-1.0	2.6
CNS(=O)(=O)c1ccc(CCC(=O)N2CCN(c3ccccc3OC)CC2)cc1	6.9	19.0	-12.7	5.8	-8.8	100.0	106.0	1.0	5.7
O=C(O)c1cccc2c1C(=O)N(c1ccccc1)C2	0.2	7.0	16.1	-19.9	-16.6	98.0	96.0	-2.0	-0.3
COc1ccc(NS(=O)(=O)c2ccc(NS(=O)(=O)c3cccc(C(=O)O)c3)cc2)cc1	-0.8	13.0	15.1	2.7	-1.3	101.0	105.0	2.0	-1.5
Cc1cccc(C)c1NC(=O)CS(=O)CC(=O)NCC1OCCc2ccccc21 (stereo unspecified)	0.7	4.0	26.2	-2.4	-7.0	85.0	85.0	-8.0	3.7
COc1ccc(CC(=O)NC(=S)Nc2ccc(S(N)(=O)=O)cc2)cc1	6.2	25.4	-12.3	6.7	10.2	104.0	102.0	1.0	1.3
Cc1ccc(S(=O)(=O)NC(C)(C)CSc2ccccn2)cc1	-4.4	33.4	-5.6	-10.7	2.6	100.0	99.0	1.0	-1.5
CC(C)c1ccc(N(C(=O)c2ccco2)C(C(=O)NC2CCCC2)c2ccncc2)cc1 (stereo unspecified)	-2.6	8.6	-8.5	4.7	-4.2	103.0	98.0	-4.0	2.8
